# hERG WT inh – blocks the wildtype human KCNH2 potassium channel. U2OS, BacMam KCNH2, thallium flux FluxOr; stronger effect = lower value. activity change, % at 1.84 µM. 340,000 compounds, 0.37% hits. AID 720551;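 active = maximum activity change below -70%; inconclusive = maximum activity change between -70% and -50%; inactive = maximum activity change above -50%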; also: % is scaled to controls: 0 for no effect and ±100 for the full control effect
#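 U2OS cells transduced with wild-type KCNH2 virus are loaded with FluxOr dye for 45 min, and thallium flux is measured in kinetic reads before and after stimulation buffer. Rate constants are normalized to DMSO controls.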
# Mito fusion yeast – inhibitors of mitochondrial division or activators of mitochondrial fusion; S. cerevisiae fusion-defective mutant growth rescue, CellTiterGlo 48 h; Potency, µM (titrated, usually from 46.1 µM), inactives show at the top dose growth rescue (activation), actives largely listed as activators; 320,000 compounds, 0.23% hits; AID 485298;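 also: potency is read from the fitted curve at half-maximal effect; % of control where 0% means no effect; nearly all actives have a fitted effect of over 45% in size; temperature-sensitive fusion mutants such as fzo1-1 at 37 °C on non-fermentable ethanol glycerol medium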
#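 S. cerevisiae fusion-defective temperature-sensitive mutants (e.g. fzo1-1, mgm1-5) grown 48 h at 37C in YPEG (ethanol/glycerol non-fermentable) medium with 23 nl compound per well; growth rescue read as CellTiterGlo luminescence.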
# ASM inhibitor – inhibitors of human secretory acid sphingomyelinase; Potency, µM (titrated, usually from 57.5 µM), without a hit: at the top dose activity change, negative = inhibition, usual class: inhibitors; P17405; AID 504937; placental ASM, HMU-PC fluorogenic substrate, 60 min; 340,000 compounds, 0.006% hits; also: potency is read from the fitted curve at half-maximal effect
# Target sequence (P17405 47-631 limits assumed): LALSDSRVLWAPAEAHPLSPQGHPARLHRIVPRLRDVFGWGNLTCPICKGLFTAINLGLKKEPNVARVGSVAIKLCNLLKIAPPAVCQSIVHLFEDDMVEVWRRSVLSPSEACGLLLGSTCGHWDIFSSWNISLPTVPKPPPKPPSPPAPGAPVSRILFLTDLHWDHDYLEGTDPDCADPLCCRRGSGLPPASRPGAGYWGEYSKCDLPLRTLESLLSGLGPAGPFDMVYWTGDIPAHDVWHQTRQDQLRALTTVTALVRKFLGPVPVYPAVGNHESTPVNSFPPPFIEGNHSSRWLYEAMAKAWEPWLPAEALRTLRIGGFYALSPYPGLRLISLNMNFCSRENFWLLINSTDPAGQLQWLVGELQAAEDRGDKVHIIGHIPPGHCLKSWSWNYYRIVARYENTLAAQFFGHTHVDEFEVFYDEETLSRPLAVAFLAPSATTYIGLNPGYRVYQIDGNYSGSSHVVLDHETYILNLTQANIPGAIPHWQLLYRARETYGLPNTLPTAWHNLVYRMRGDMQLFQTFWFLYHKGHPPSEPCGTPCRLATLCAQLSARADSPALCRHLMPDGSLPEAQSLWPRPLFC
#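 Fluorogenic HMU-PC substrate (9 uM final) is turned over by placental ASM in 60 min at 37 C after a 10 min compound preincubation. Reaction ended by alkaline stop (pH 10), with fluorescence read at 386/447 nm.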
# BCR signal inh – blocks chronic active B-cell receptor signaling; ABC-DLBCL IkBa-CBG/CBR reporter, luminescence ratio, 4 h; Potency, µM (series often up to 46.1 µM), for the others: at the highest dose ratio change, negative = lower green/red ratio, usual class: inhibitors; 340,000 compounds, 0.05% hits; active = well fitted inhibition curve with a large enough effect in the signal ratio, with a control signal flat, not every such curve was filed as active; inconclusive = small, poorly fitted or top-dose-only effect, or effect the other way, or a change in a side signal; the % refers to the signal ratio;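 also: potency is read from the fitted curve at half-maximal effect; plate controls were basal doxycycline-induced cells for no effect and cells given 10 µM MG132 for full effect; MG132 reads +100%, hits lower the ratio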
#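 Cell line TMD8 (human ABC DLBCL), stably expressing tet-inducible CBG68-IkBa fusion and CBR; IMDM/0.5% FBS; cpd up to 46 uM; dox induction, 4 h, 37C/5% CO2; dual luminescence; green/red ratio; MG132 control.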
# * hit, by the source's call; ? = inconclusive; / = no result given. Unless noted, calls follow the shape of the dose curve; as a rule, active = well fitted curve in the direction sought with a large enough effect; inconclusive = small, poorly fitted or top-dose-only effect, or another doubt; inactive = no such curve, though single readings can be large; an effect the other way counts as inactive or inconclusive. Not all compounds are listed; the hit share may differ from the screen's.
SMILES,hERG WT inh,Mito fusion yeast,ASM inhibitor,BCR signal inh
CCOc1ccc(S(=O)(=O)N2CCC(C(=O)Nc3ccccc3N3CCCC3)CC2)cc1,12.4,/,/,/
C[C@H](CO)N1C[C@H](C)[C@@H](CN(C)C(=O)NC2CCCCC2)OCc2cnnn2CCCC1=O,-5.9,/,/,/
CCc1ccc(-n2c(=S)sc3c(=O)[nH]c(SCC(=O)NC4CCCCC4)nc32)cc1,50.0,/,/,/
C[C@@H]1CCCCO[C@H](CN(C)S(=O)(=O)c2cn(C)cn2)[C@H](C)CN([C@@H](C)CO)C(=O)c2cc(NC(=O)c3ccccc3)ccc2O1,-8.5,/,/,/
C[C@@H]1CN([C@H](C)CO)C(=O)CCCn2nncc2CO[C@H]1CN(C)Cc1cccc(O)c1,-12.7,/,/,/
Cc1cc(OC(C)C(=O)NC2CC(C)(C)NC(C)(C)C2)c2c(C)c(C)c(=O)oc2c1 (stereo not given),-6.5,/,/,/
CC(C)CC1C(=O)N(Cc2cn(CCC3OCCO3)nn2)CCS(=O)(=O)N1Cc1ccc(-c2cccc(CO)c2)cc1 (stereo not given),7.4,/,/,/
COC(=O)c1ccccc1N=NNc1ccc([N+](=O)[O-])cc1,5.9,/,/,/
COc1ccc(C(=O)N2C=Cc3ccccc3C2C#N)cc1 (stereo not given),12.5,/,/,/
O=C(NNC(=O)c1ccco1)c1ccco1,-20.4,/,/,/
COc1ccccc1N1CCN(C(=S)NC(=O)c2ccc([N+](=O)[O-])cc2)CC1,32.4,/,/,/
CC(=O)Nc1ccc(N2CCOCC2)c(S(=O)(=O)Nc2ccccc2Cl)c1,-30.9,/,/,/
C[C@@H]1CN([C@@H](C)CO)C(=O)c2c(c3ccccc3n2C)-c2ccccc2CO[C@H]1CN(C)C(=O)C1CC1,-27.3,/,/,/
Cc1onc(-c2ccccc2)c1C(=O)OCC(=O)c1ccc[nH]1,6.9,/,/,/
Cc1ccccc1CSCC1Nc2ccc(C(=O)NCCc3ccccc3)cc2NC1=O (stereo not given),-10.4,/,/,/
O=C(CN1CCN(C(=O)CNC(=O)c2ccc(-c3ccccc3)cc2)CC1)Nc1ccccc1Cl,14.6,/,/,/
COc1ccc([C@H]2C[C@@H](n3cc(COC(=O)c4ccccc4)nn3)[C@H](O)CN2Cc2cccs2)cc1,-0.8,/,/,/
COc1cccc(C(C)=NNc2ccc([N+](=O)[O-])cc2[N+](=O)[O-])c1OC,6.0,/,/,/
C[C@H]1CN(c2ccccc2)C(=O)[C@@H]1CC(=O)Nc1ccc(Br)cc1,-4.4,/,/,/
CC1NC(=O)c2cccnc2-n2c1nc1cc(F)ccc1c2=O (stereo not given),-14.8,/,/,/
COc1ccc(CN(C)C(=O)C2CSC3(C)CCC(=O)N23)c(OC)c1 (stereo not given),2.2,/,/,/
CCc1ccc(/C=C2\SC(=S)N(CCCC(=O)N(CCO)c3ccccc3)C2=O)cc1,-4.5,/,/,/
O=C1NC(=O)C([N+](=O)[O-])=C(O)C1=O,5.3,/,/,/
O=C1CC(SC(=S)C2CCCC2=O)C(=O)N1 (stereo not given),-0.2,/,/,/

# Random excerpt: 2 records from the list
SMILES,hERG WT inh,Mito fusion yeast,ASM inhibitor,BCR signal inh
O=C1CC(SC(=S)C2CCCC2=O)C(=O)N1 (stereo not given),-0.2,/,/,/
COc1ccc(CN(C)C(=O)C2CSC3(C)CCC(=O)N23)c(OC)c1 (stereo not given),2.2,/,/,/

# (next part)
SMILES,hERG WT inh,Mito fusion yeast,ASM inhibitor,BCR signal inh
O=C(COC(=O)c1ccc([N+](=O)[O-])o1)Nc1ccc2c(c1)OC(F)(F)O2,?,/,/,/
O=C(CSc1nc2sc3c(c2c(=O)[nH]1)CCCC3)Nc1ccccc1F,/,4.9%,/,9.7%
CCCNC(=O)CSc1nc(-c2ccc(OC)cc2)cc(C(F)(F)F)n1,/,-0.2%,/,11.3%
O=C(NCCc1ccc(F)cc1)C(=O)NCC(c1ccco1)S(=O)(=O)c1ccccc1 (stereo not given),/,0.2%,/,3.2%
Cc1ccc(S(=O)(=O)N2CCN(Cc3ccccc3)CC2)c(C)c1NS(C)(=O)=O,/,-6.1%,/,-6.3%
O=C(Nc1cccc(Cl)c1)c1ccc(F)c(S(=O)(=O)N2CCC3(CC2)OCCO3)c1,/,-2.8%,/,?
COc1ccc(NC(=O)C(=O)NCC(c2ccc3c(c2)OCO3)N2CCN(C)CC2)cc1 (stereo not given),/,-8.8%,/,-9.5%
COc1ccc(C2Nc3ccccc3-c3cc(C)nn32)cc1OC (stereo not given),/,1.8%,/,?
O=C1c2oc3ccccc3c(=O)c2C(c2ccc(Br)cc2)N1c1ccccn1 (stereo not given),/,0.0%,/,7.8%
Cc1sc(C2C(C#N)=C(N)N(c3ccc(Cl)cc3)C3=C2C(=O)CCC3)cc1CN1CCOCC1 (stereo not given),/,-1.8%,/,?
CCOC(=O)c1ccc(-c2ccc(/C=C(\C#N)C(=O)Nc3ccc(C)cc3)o2)cc1,/,-0.3%,/,6.8%
CCC(O)c1cc2c(cc1NC(=O)c1ccccc1F)OCCO2 (stereo not given),/,-1.9%,/,13.1%
COc1cc(NC(=O)CSc2nc3nc(C)c(Cc4ccc(C)cc4)c(C)n3n2)cc(OC)c1OC,/,-1.5%,/,15.6%
CCCN1C(=O)C(O)(CC(=O)c2ccc(CC)cc2)c2cc(Br)ccc21 (stereo not given),/,0.9%,/,?
COCc1cc(C)nc2c1C(=O)NC(c1ccc(C)cc1)N2Cc1ccccc1 (stereo not given),/,7.2%,/,3.7%
Cc1ccc(-c2nn3c(C)nnc3c3ccccc23)cc1S(=O)(=O)NCC(C)O (stereo not given),/,-5.9%,/,-5.6%
Cc1ccc(CNC(=O)C(=O)NCC(c2cccs2)S(=O)(=O)c2ccccc2)cc1 (stereo not given),/,-0.4%,/,-19.2%
CCCCOc1ccc(-c2nn(-c3ccccc3)cc2C2NC(=O)NC(C)=C2C(=O)OC)cc1 (stereo not given),/,8.2%,/,?
O=C(CSc1nc2ccccc2c2nc(-c3ccccc3)nn12)Nc1ccc(F)cc1,/,0.5%,/,9.4%
CC1CCCCN1S(=O)(=O)c1cc2c(=O)nc3ccccn3c2cc1Cl (stereo not given),/,-5.1%,/,-24.9%
COc1ccc(NC(=O)CSc2nnc3c(C)cc4ccccc4n23)cc1,/,9.2%,/,21.6%
Cc1cc2nc(-c3cccc(NC(=O)C(C)C)c3C)oc2cc1C,/,-3.5%,/,?
CCOc1cc(S(=O)(=O)n2ccnc2C(C)C)ccc1Cl,/,0.0%,/,?
COc1ccc(-c2c(C)nn3c(C(F)(F)F)cc(C)nc23)cc1OC,/,-0.9%,/,-1.8%
COc1ccc(C(=O)Nc2ccc(-c3cc(C(F)(F)F)nn3-c3ccccc3)cc2)cc1OC,/,0.0%,/,4.4%
COc1cc(SC)ccc1C(=O)Nc1ccc(S(=O)(=O)Nc2nccc(C)n2)cc1,/,-1.9%,/,20.6%
CC1=C(C(N)=O)C(c2cccc(C)c2)n2nc(-c3ccc(Cl)cc3)nc2N1 (stereo not given),/,2.1%,/,?
COc1ccc(C2N=C(N)Nc3nc4ccccc4n32)cc1 (stereo not given),/,-1.6%,/,-8.0%
CCOc1ccc(NC(=O)CN(c2ccc(CC)cc2)S(=O)(=O)c2c(C)noc2C)cc1,/,4.7%,/,-0.1%
O=C(Nc1c(C(=O)O)oc2ccccc12)c1ccc(C(F)(F)F)cc1,/,-2.0%,/,?
CC(C)C(=O)c1cc2c(cc1NC(=O)c1ccccc1F)OCCO2,/,-6.5%,/,-1.2%
COc1ccc(-c2ccc(=O)n(CC(=O)Nc3ccc(OC)c(OC)c3)n2)cc1,/,-4.6%,/,?
O=C(Nc1ccc(Br)cc1)C(Cc1ccccc1)NS(=O)(=O)c1cccc2nsnc12 (stereo not given),/,-8.1%,/,24.3%
Cc1nc2c(C(=O)NCc3ccccc3Cl)cnn2c(C)c1Cc1c(F)cccc1Cl,/,0.7%,/,?
CCOc1cc(C2C(C(=O)OC)=C(C)NC3=C2C(=O)c2ccccc23)ccc1OC (stereo not given),/,0.8%,/,24.7%
COc1ccc2c(c1)Cc1sc(NC(=O)c3cccc(Br)c3)nc1-2,/,-6.7%,/,?
NC(=O)CSc1nnnn1-c1cccc(O)c1,/,-5.7%,/,4.4%
Cc1c(NC(=O)c2ccccc2)cc(C(C)C)c(O)c1S(=O)(=O)c1ccc(Cl)cc1,/,-4.7%,/,9.4%
CCN(CC)c1ccc(NC(=O)CN2CCN(CC(=O)Nc3ccc(Cl)cc3)CC2)cc1,/,2.0%,/,-28.8%
COc1ccc(CCNC(=O)c2ccc3c(c2)N(Cc2c(F)cccc2Cl)C(=O)CS3)cc1OC,/,-0.2%,/,-0.5%
O=C(NCc1ccc(F)cc1)c1ccc(CS(=O)(=O)c2ccc(Cl)cc2)o1,/,3.6%,/,-1.0%
COC(=O)c1c(C)oc2ccc(N(C(=O)c3ccncc3)S(=O)(=O)c3ccc(Br)cc3)cc12,/,0.9%,/,-28.1%
CCOC(=O)c1c(NC(=O)c2ccccc2Cl)sc2c1CCCC2,/,0.1%,/,12.2%
COc1ccc(-c2nc3ccccc3o2)cc1NC(=O)COc1cc(C)cc(C)c1,/,-3.1%,/,22.0%
CCCN(CCC)C(=O)c1c[nH]c2ccc(S(=O)(=O)N(C)c3ccc(Cl)cc3)cc2c1=O,/,-4.9%,/,19.2%
Cc1ccc(S(=O)(=O)N(CCc2ccccc2)CC(=O)Nc2cc(C)ccc2C)cc1,/,1.2%,/,?
Cc1ccc(CNC(=O)C2CCN(S(=O)(=O)N3CCC(C)CC3)CC2)cc1,-4.3,/,/,3.9%
COc1cc(C)c(C(=O)Oc2cc(C)c(C(=O)O)c(O)c2C)c(O)c1C,1.0,/,-6.9%,/

# Among those listed so far, these contain an aryl thioether with sulfur outside any ring.
SMILES,hERG WT inh,Mito fusion yeast,ASM inhibitor,BCR signal inh
CCc1ccc(-n2c(=S)sc3c(=O)[nH]c(SCC(=O)NC4CCCCC4)nc32)cc1,50.0,/,/,/
O=C(CSc1nc2sc3c(c2c(=O)[nH]1)CCCC3)Nc1ccccc1F,/,4.9%,/,9.7%
CCCNC(=O)CSc1nc(-c2ccc(OC)cc2)cc(C(F)(F)F)n1,/,-0.2%,/,11.3%
COc1cc(NC(=O)CSc2nc3nc(C)c(Cc4ccc(C)cc4)c(C)n3n2)cc(OC)c1OC,/,-1.5%,/,15.6%
O=C(CSc1nc2ccccc2c2nc(-c3ccccc3)nn12)Nc1ccc(F)cc1,/,0.5%,/,9.4%
COc1ccc(NC(=O)CSc2nnc3c(C)cc4ccccc4n23)cc1,/,9.2%,/,21.6%
COc1cc(SC)ccc1C(=O)Nc1ccc(S(=O)(=O)Nc2nccc(C)n2)cc1,/,-1.9%,/,20.6%
NC(=O)CSc1nnnn1-c1cccc(O)c1,/,-5.7%,/,4.4%

# The list goes on.
SMILES,hERG WT inh,Mito fusion yeast,ASM inhibitor,BCR signal inh
Cc1ccc(NS(=O)(=O)c2ccccc2)c(NS(=O)(=O)c2ccccc2)c1,-0.9,/,-2.9%,/
Nc1ncnc2c1ncn2[C@@H]1O[C@H](CO)C[C@H]1O,-8.6,/,3.5%,/
CCOC(=O)C1Nc2ccccc2C2c3ccccc3CC12 (stereo not given),-4.9,/,-4.8%,/
CSc1ncc(Sc2ccccc2)c(C(=O)O)n1,-1.6,/,2.2%,/
COc1ccc(Cn2c(-c3ccccc3C)nc3c(c(=O)c4ccccc4n3C)c2=O)cc1,-3.2,/,-5.0%,/

# Screens as filed in PubChem.
